Screening results (PubChem)
S1P3 antagonist: blocks the human S1P3 receptor; Q99500; CHO S1P3 NFAT-BLA reporter, FRET fluorescence, antagonist mode; inhibition, % at 4.98 µM; hit rate 0.27% among 170,000;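 active = inhibition above the plate cutoff, the mean inhibition of test wells on that plate plus 3 SD, cut at about 28% in these data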;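 note: cells challenged with S1P at its EC80 of 0.8 µM; blue over green emission ratio from cleaved BLA substrate after 4 h stimulation; 0% = S1P-stimulated wells and 100% = unstimulated DMSO-only wells; some compounds past the cut are filed as inactive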
Target sequence (Q99500 whole entry, looked up): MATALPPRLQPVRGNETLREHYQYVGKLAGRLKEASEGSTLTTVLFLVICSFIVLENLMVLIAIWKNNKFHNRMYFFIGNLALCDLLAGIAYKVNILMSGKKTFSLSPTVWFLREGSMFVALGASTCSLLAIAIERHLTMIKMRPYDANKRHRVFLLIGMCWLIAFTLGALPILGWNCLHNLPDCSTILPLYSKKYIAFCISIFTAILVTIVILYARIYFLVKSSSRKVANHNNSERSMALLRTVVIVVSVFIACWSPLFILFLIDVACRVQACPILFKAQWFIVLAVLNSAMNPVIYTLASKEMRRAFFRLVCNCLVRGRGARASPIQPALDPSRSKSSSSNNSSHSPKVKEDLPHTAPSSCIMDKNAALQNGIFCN
* hit, by the source's call.

SMILES	S1P3 antagonist
Cc1ccc(NC(=S)Nc2ccc3[nH]c(=O)[nH]c3c2)cc1C	-6.9
Cn1c(SCCOc2ccc(F)cc2)nnc1-c1ccncc1	-7.3
CCOC(=O)C1=C(C)NC(C)=C(C(=O)OCC)C1c1ccc([N+](=O)[O-])s1	6.2
O=C(N/N=C/c1ccco1)c1ccc(OCc2ccccc2)cc1	2.0
COc1ccc(-c2cc3nc4ccccc4n3c(N)c2C#N)cc1	-4.8
Cc1oc2c(CN3CCOCC3)c(O)ccc2c(=O)c1-c1ccc(Cl)cc1	-11.1
O=C(NCCc1ccc(F)cc1)c1cc(-c2ccncc2)nc2ccccc12	-3.0
CCn1cc(C2=NC(CC(C)C)CO2)c2ccccc21 (stereo not drawn)	3.5
CC(C)=CCN1CCN(Cc2cc(CC(C)C)n[nH]2)CC1CCO (stereo not drawn)	5.0
COc1ccc2c(c1)c(C(=O)CN1CCN(c3ccccc3)CC1)c(C)n2C	-2.6
CN(C)C(=S)Nc1ccc(N2CCOCC2)cc1	-2.4
CC(C)Cc1nc2oc3c(NCC(C)O)ncnc3c2c2c1CCCC2 (stereo not drawn)	-9.6
O=C(O)CCSC(=S)N1CCOCC1	6.7
CCOc1ccc(-c2c(C#N)c(N)nc3sc(C(=O)c4ccccc4)c(N)c23)cc1	-2.6
CCCCN(C(=O)CSc1nnc(-c2ccco2)o1)c1c(N)n(Cc2ccccc2)c(=O)[nH]c1=O	-11.1
c1ccc(-c2nc3cc(Oc4ccc5oc(-c6ccccn6)nc5c4)ccc3o2)nc1	10.8
COc1ccc(N/C=C2\C(=O)CCc3c2oc2cc(Cl)c(O)c(Cl)c32)cc1	5.3
O=C(CSCCOc1ccccc1)NCc1ccncc1	1.6
Cn1c(CC2Sc3ccccc3NC2=O)nnc1SCC(=O)c1ccc(Cl)cc1 (stereo not drawn)	1.5
CCS(=O)(=O)N1CCN(c2ccccc2)CC1	-8.9
O=C(O)c1cc(NN=Nc2ccc(Br)cc2)cc([N+](=O)[O-])c1	0.9
O=S(=O)(Nc1nc2ccccc2s1)c1ccc(Cl)nc1	3.1
CC(C)Nc1nc(NNc2nc(Cl)nc(NC(C)(C)C)n2)nc(NC(C)C)n1	-9.2
COC(=O)c1cc(NC(=O)CN(C)Cc2ccccc2)cc(C(=O)OC)c1	3.5
COc1ccc(OC)c(C(=O)c2c(C)oc3cc([N+](=O)[O-])c(O)c([N+](=O)[O-])c23)c1	-15.8
C=CCN1C(=O)C(CC(=O)Nc2ccccc2)S/C1=N/c1nccs1 (stereo not drawn)	-1.3
O=C(OCCCN1CCOCC1)c1ccc(O)c(O)c1	-11.1
Cc1[nH]c2ccccc2c1SCC(=O)NNC(=O)Nc1ccc(OC(F)(F)F)cc1	-11.8
NNc1nc2sc3c(c2c(=O)n1C1CCCCC1)CCN(Cc1ccccc1)C3	7.6
CC(C)(C)OC(=O)N1CCC[C@H]1c1nnc(SCc2ccccc2)o1	-17.2
Cc1ccc(/C=C/C(=O)NC(=S)N2CCN(c3ccc(F)cc3)CC2)cc1	-12.8
COCCNC(=S)N/N=C/c1ccc(-c2ccc([N+](=O)[O-])cc2)o1	31.0*
CCN(CC)c1ncc(C#N)c(N)n1	4.7
COc1cc(/C=N/n2cc(-c3ccccc3)[nH]c2=S)cc(OC)c1O	4.8
O=C(c1cccs1)N1CCCN(c2ncnc3scc(-c4ccccc4)c23)CC1	-0.4
O=C(c1ccc(F)cc1)N1CCC(c2ccccc2)C1 (stereo not drawn)	1.0
Cc1ccc(-c2cc(C(=O)O)c3ccccc3n2)c(C)c1	-1.5
O=C1C=C(Nc2ccc(O)cc2)C(=O)c2ccccc21	-5.1
COc1ccc(-c2cn(-c3ccc(Cl)cc3)c3[n+]2CCCCC3)cc1	8.2
O=C1CNC(=S)N1CCOc1ccccc1	-6.4
COc1ccccc1NS(=O)(=O)c1cccc(NC(=O)NCCCl)c1	16.8
O=C(COC(=O)c1cncc(Br)c1)NCc1ccc(Cl)cc1	-8.1
COc1ccc(OC(=O)NCCc2ccccc2)cc1	-6.5
CCCOc1ccc(-c2c(C(=O)N/N=C/c3ccccc3)nnn2-c2nonc2N)cc1	3.1
Brc1ccccc1-c1nnc(COc2ncnc3ccccc23)o1	0.3
NC(=O)COc1ccc(Nc2nnc(-c3ccc(O)cc3)c3ccccc23)cc1	4.0
CC1=C(C#N)C(c2ccc(O)cc2)C(C#N)=C(C)N1	20.0
CC(C)=C(NC(=O)c1ccccc1)C(N)=O	-0.5
O=[N+]([O-])c1cc(C(F)(F)F)cc([N+](=O)[O-])c1NCCNC(=S)Nc1cccc(F)c1	1.8
CCCN(CCC)c1ccc(/C=C/c2ccc3cc(OCC)ccc3n2)cc1	1.7
CCCCCCC(C)n1[nH]c(=O)cc1N (stereo not drawn)	1.4
CCOC(=O)COc1ccc2c(=O)cc(-c3ccccc3)oc2c1	-7.4
CC1CC(C)CN(c2nc3c(c(=O)[nH]c(=O)n3C)n2CCSc2nc3ccccc3o2)C1 (stereo not drawn)	-2.5
O=C1CSC(c2cccnc2)N1CCc1ccccn1 (stereo not drawn)	3.4
COc1ccccc1C(=O)N1CCC(N2CCN(c3ccccc3OC)CC2)CC1	-3.3
CCn1c(SCC(=O)Nc2ccc(C)cc2)nc2nc3c(cc2c1=O)COC(C)(C)C3	-6.3
C=C(C)COc1ccc(-c2[nH]ncc2Oc2ccc(OC)cc2)c(O)c1	-9.0
CCCCCn1c(=NC(C)=O)c(C#N)cc2c(=O)n3cccc(C)c3nc21	-3.8
CCCCC(=O)Nc1ccc2c(c1)nc(CCN1CCN(C)CC1)n2C	-1.0
C=CCn1c(CSc2nnc(-c3ccccc3)n2C)n[nH]c1=S	-6.7

An excerpt from further up, as a working copy:
SMILES	S1P3 antagonist
O=[N+]([O-])c1cc(C(F)(F)F)cc([N+](=O)[O-])c1NCCNC(=S)Nc1cccc(F)c1	1.8
CCCN(CCC)c1ccc(/C=C/c2ccc3cc(OCC)ccc3n2)cc1	1.7
CCCCCCC(C)n1[nH]c(=O)cc1N (stereo not drawn)	1.4
CCOC(=O)COc1ccc2c(=O)cc(-c3ccccc3)oc2c1	-7.4
CC1CC(C)CN(c2nc3c(c(=O)[nH]c(=O)n3C)n2CCSc2nc3ccccc3o2)C1 (stereo not drawn)	-2.5
O=C1CSC(c2cccnc2)N1CCc1ccccn1 (stereo not drawn)	3.4

Later entries
SMILES	S1P3 antagonist
CCCn1nc(NC(=O)C2CCCO2)c2cc3cccc(C)c3nc21 (stereo not drawn)	14.2
O=C(Nn1cnnc1)c1ccc(Cl)c([N+](=O)[O-])c1	5.0
Nc1nc(N)c(N=Nc2ccc(SCC(=O)O)cc2)c(=O)[nH]1	-11.2
CC(C)c1ccccc1NC(=O)CC1(CC(=O)O)CCCC1	2.5
Cc1cccn2c(=O)c(/C=C(\C#N)C(=O)NCc3ccco3)c(N3CCCCCC3)nc12	-17.5
CCNC(=O)C(CC(C)C)NC(=O)C(CO)NC(=O)C1CCC(=O)N1 (stereo not drawn)	-12.8
COc1cccc(N2CC(=O)Nc3c(oc4nc(-c5ccccc5)cc(C)c34)C2=O)c1	3.8
Cc1ccc(NC(=O)c2cc([N+](=O)[O-])ccc2N2CCOCC2)cc1S(=O)(=O)N(C)C	3.9
CCOc1ccc2nc(NC(=O)C3CCCN(S(=O)(=O)c4c(C)noc4C)C3)sc2c1 (stereo not drawn)	19.3
O=C(NCCCn1ccnc1)c1ccc(Cl)cc1	-4.5
CC(OC(=O)c1ccc(-c2ccc([N+](=O)[O-])cc2)o1)C(=O)NC(N)=O (stereo not drawn)	-8.7
O=C(Cn1cncn1)N/N=C/c1ccncc1	-4.7
Cc1ccc(C2=NOC3(CC(=O)N(c4ccc(C)cc4)C3=O)C2)cc1 (stereo not drawn)	-5.0
CCC(CC)c1nn2c(N)c(/C=C3\C(C)=Nc4ccccc43)c(=O)nc2s1	4.4
Nc1ccccc1Sc1ccc(C(F)(F)F)cc1[N+](=O)[O-]	3.7
Cc1nnc(SCc2cc([N+](=O)[O-])cc3c2OCOC3)[nH]c1=O	1.1
N#C/C(=C/c1ccc(-c2cc([N+](=O)[O-])ccc2Cl)o1)C(N)=O	-13.0
CC(=O)N(/C=C1\SC(=S)N(c2ccccc2)C1=O)c1ccccc1	7.1
Cc1cc([N+](=O)[O-])nn1Cc1ccc(C(=O)N/N=C/c2ccc(N(C)C)cc2)cc1	3.1
CCOc1cc2c(cc1/C=C/C(=O)O)OC(C)C2 (stereo not drawn)	-4.7
CCC(=O)c1ccc(OC)c(OC)c1O	0.8
CCN(CC)CCN1C(=O)c2oc3ccc(F)cc3c(=O)c2C1c1ccncc1 (stereo not drawn)	-24.5
N#Cc1c(N)n(-c2ccc(N)cc2)c2nc3ccccc3nc12	3.4
COc1ccccc1NC(=O)N1CCN(C(=O)Nc2ccccc2OC)CC1	-4.5
CCN1C(=O)C2(C(C(=O)c3ccc(C)o3)=C(O)C(=O)N2CCCN(C)C)c2ccccc21 (stereo not drawn)	2.3
COc1ccccc1-c1c(C#N)c(N)nc2c1CCC2	-9.7
CS(=O)(=O)N1N=C(c2cccs2)CC1c1ccc(F)cc1 (stereo not drawn)	-9.5
Cc1cc(Cl)nc2ccc(Cc3ccc4nc(Cl)cc(C)c4c3)cc12	-0.6
Cc1ccc(S(=O)(=O)N2C(=O)c3cccc4cccc2c34)cc1	-3.9
Cc1[nH]c2ccc(Br)cc2c(=S)c1C/C=C/Cl	-5.6
C/C(=N\NC(=O)c1ccc2c(c1)OCCO2)c1ccccc1	6.2
O=C(CCCl)N1CCCC2(CCCCC2)C1	-4.6
Cc1ccsc1/C=N/NC(=O)CN1CCN(Cc2ccccc2)CC1	-0.8
CCCc1c(C(=O)Nc2ccc(C(F)(F)F)cc2)cnn1-c1ccccc1	8.3
COC(=O)c1sccc1-c1ccc(/C=N/OC(=O)c2cccs2)o1	-3.5
O=C(Nc1ccncc1)c1cc2ccccc2oc1=O	-55.6
Cc1nn(-c2cccc(C(F)(F)F)c2)c(=O)c2noc(C)c12	-4.7
Nc1nnc(-c2cn(-c3ccccc3)nc2-c2ccc(Cl)cc2)o1	-10.7
Fc1ccc(C(CCNCc2cccs2)c2ccco2)cc1 (stereo not drawn)	2.0
Cc1cc(OCC(=O)Nc2ccc(Br)cc2)cc2c1C(=O)CC(C)(C)O2	1.8
COCC(=O)OC/C(O)=C(\C#N)c1nc2ccccc2[nH]1	-11.3
Cc1nnsc1C(=O)NNc1ccc(C(C)C)cc1	-10.4
COc1ccc(/C=N/n2c(=O)[nH]c3c([nH]c4ccc(F)cc43)c2=O)cc1CN1CCCCC1	-9.6
CC1(C(=O)Nc2cccc3ccccc23)CC1(Br)Br (stereo not drawn)	6.2
Cc1ccc(S(=O)(=O)NCC[C@@]2(C)C3CCC2(C)C(=O)C3)cc1 (stereo partly drawn)	10.1

Quoted at random: four records from the list, in no set order.
SMILES	S1P3 antagonist
Nc1nnc(-c2cn(-c3ccccc3)nc2-c2ccc(Cl)cc2)o1	-10.7
CC1(C(=O)Nc2cccc3ccccc23)CC1(Br)Br (stereo not drawn)	6.2
Fc1ccc(C(CCNCc2cccs2)c2ccco2)cc1 (stereo not drawn)	2.0
COc1ccc(/C=N/n2c(=O)[nH]c3c([nH]c4ccc(F)cc43)c2=O)cc1CN1CCCCC1	-9.6

Continued:
SMILES	S1P3 antagonist
COc1ccc(NC(=O)CC2C(=O)N(C)C(=S)N2CCc2ccc(F)cc2)cc1 (stereo not drawn)	18.3
CC1(C)Cc2c(c(N3CCOCC3)nc3sc4c(NCCN5CCOCC5)nnnc4c23)CS1	-11.6
CC(C)(C)C(=O)Nc1nnc(COc2ccc(Cl)cc2)s1	-4.5
Cc1noc(C)c1CSc1nnc2n(-c3ccccc3)c(=O)c3ccccc3n12	-18.3
COc1ccc(C(=O)CSc2ncnc3nc[nH]c23)cc1	0.9
CC(C)(C)NC(=S)N/N=C/c1cc(Br)c(O)c(Br)c1	-1.1
Cc1ccc(SCCOCCN2CC(C)OC(C)C2)cc1 (stereo not drawn)	-17.3
COc1ccc(CC(=O)NNC(=S)NC(=O)c2cccnc2)cc1	-5.0
Cc1cc(=O)oc2cc(Oc3ccc(C(N)=O)cc3[N+](=O)[O-])ccc12	4.5
CC(=O)NC(=O)c1cnn(-c2ccccc2)c1N	17.7
COc1ccc(Nc2nnc(SCC(=O)c3cc4ccccc4o3)s2)cc1	-10.7
COc1ccc(NC(=O)Nc2nnc(-c3ccco3)s2)cc1	6.7
O=C(NNc1ccc(Cl)cc1)C1CCC1	19.8
Cc1nc2ccc(NC(=O)Cc3c(F)cccc3Cl)cc2s1	-3.0
CCc1ccccc1NC(=S)N(CCOC)C(C)c1ccco1 (stereo not drawn)	-10.2
COc1cccc(-c2nc(COc3ccc(Cl)cc3Cl)no2)c1	1.7
Cc1cc(C)c(/C=N/NC(=O)c2nnn(-c3nonc3N)c2COc2ccc(F)cc2)c(C)c1	1.8
Cc1csc(SCC(=O)NCc2ccc3c(c2)OCO3)n1	-9.2
CC/C(C)=N\Nc1nc(-c2cc3cc(OC)ccc3oc2=O)cs1	5.8
CCn1c(O)c(N=NC(=O)c2cccnc2)c2cc(Br)ccc21	-2.6
Cn1c(NC(=O)c2ccc(F)cc2)c(-c2ccccn2)c(=O)c2ccccc21	-3.7
COc1ccc(N(CCC#N)C(=O)/C(C#N)=C\c2cccs2)cc1	-4.6
COc1ccc(N2C(=O)[C@H]3[C@@H](C2=O)C2c4ccccc4C=NN2[C@H]3C(=O)C(C)(C)C)cc1 (stereo partly drawn)	2.4
CCNC(=S)/C(=C(/[O-])c1ccc([N+](=O)[O-])cc1)[n+]1ccccc1	-18.0
CCOc1ccccc1NC(=S)Nc1ccc2cn[nH]c2c1	6.5

Part of the list above in order of molecular weight, falling.
SMILES	S1P3 antagonist
Cc1cc(C)c(/C=N/NC(=O)c2nnn(-c3nonc3N)c2COc2ccc(F)cc2)c(C)c1	1.8
CCNC(=S)/C(=C(/[O-])c1ccc([N+](=O)[O-])cc1)[n+]1ccccc1	-18.0
CCOc1ccccc1NC(=S)Nc1ccc2cn[nH]c2c1	6.5

Only part of the results is shown; the hit share may differ from the screen's.
